Screening data (PubChem)
KCNQ1 block = inhibitors of human KCNQ1 channel, primary screen, cell-based, thallium flux, high-throughput; Potassium voltage-gated channel subfamily KQT member 1 (Homo sapiens), P51787; B-score at 10 µM; CHO-K1 KCNQ1, FluxOR thallium flux fluorescence; hits give high values; 1.3% of 310,000 active;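 active = compounds whose thallium flux B-score, printed positive for inhibition, exceeds three library SD while starting fluorescence stays within three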;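 note: channel opened by potassium depolarization with thallium stimulus after 20 min compound exposure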
KCNK3 inh = human KCNK3 channel inhibitors, primary screen, CHO cells, FluxOR thallium flux, B-score. Potassium channel subfamily K member 3 (Homo sapiens), O14649. FluxOR fluorescence; hits give low values. B-score at 10 µM. 0.84% of 340,000 active. AID 602410, 2012;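 active = B-score under library mean minus 4 SD, starting fluorescence ratio at most library mean plus 5 SD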;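 note: more negative B-score means stronger inhibition of thallium flux through KCNK3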
RGS4 act = RGS4 potentiators or activators, primary screen, cell-based, HEK293 M3R inducible RGS4, calcium flux | carbachol calcium flux Fluo4; hits give low values | B-score at 10 µM | 0.92% of 310,000 active;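 active = B-score of the integrated calcium signal more than 4 SD below the library mean, with starting fluorescence not abnormally high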;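 note: negative B-score means reduced calcium response which marks RGS4 activation or potentiation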
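Also added: carbachol at ECmax as muscarinic agonist stimulus; Assay system: HEK293 cells with stable M3R and inducible RGS4; Timing: overnight RGS4 induction, 30 min dye load 37 °C, 20 min compound RT; Measured by: Fluo4-AM (2 µM) calcium-flux fluorescence, kinetic read.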
KCNQ1 act = potentiators or activators of KCNQ1 channel, primary screen, cell-based, thallium flux, high-throughput | Potassium voltage-gated channel subfamily KQT member 1 (Homo sapiens), P51787 | CHO-K1 KCNQ1, thallium flux FluxOR fluorescence; hits give high values | B-score at 10 µM | 0.35% of 310,000 active | AID 2648, 2010;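 active = fluorescence ratio B-score, a plate-corrected score, at least three library SD, with initial intensity B-score within 5 SD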
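Doses: Single concentration per compound, DMSO matched to controls | Test system: KCNQ1-transfected CHO-K1 cells | Timing: 90 min dye loading and 20 min compound exposure, both at room temperature | Measured by: Kinetic FluxOR thallium fluorescence, 10-s 1-Hz baseline, 110-s post-stimulus read | Medium: Assay buffer with matched DMSO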
GSK3A inh = blockers of GSK3A enzyme activity – biochemical, luminescence, cell-free homogeneous, HTS, primary screen. 0.1% of 320,000 active. AID 2650, 2010. GSK-3 alpha kinase, ADP-Glo luminescence, 60 min. inhibition, % at 10 µM;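 in the data active = inhibition above about 50%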;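 note: GST-tagged GSK-3 alpha with peptide substrate and 25 µM ATP; 0% = DMSO neutral wells and 100% = GW8510 positive control wells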
Target sequence (P49840 whole entry, looked up): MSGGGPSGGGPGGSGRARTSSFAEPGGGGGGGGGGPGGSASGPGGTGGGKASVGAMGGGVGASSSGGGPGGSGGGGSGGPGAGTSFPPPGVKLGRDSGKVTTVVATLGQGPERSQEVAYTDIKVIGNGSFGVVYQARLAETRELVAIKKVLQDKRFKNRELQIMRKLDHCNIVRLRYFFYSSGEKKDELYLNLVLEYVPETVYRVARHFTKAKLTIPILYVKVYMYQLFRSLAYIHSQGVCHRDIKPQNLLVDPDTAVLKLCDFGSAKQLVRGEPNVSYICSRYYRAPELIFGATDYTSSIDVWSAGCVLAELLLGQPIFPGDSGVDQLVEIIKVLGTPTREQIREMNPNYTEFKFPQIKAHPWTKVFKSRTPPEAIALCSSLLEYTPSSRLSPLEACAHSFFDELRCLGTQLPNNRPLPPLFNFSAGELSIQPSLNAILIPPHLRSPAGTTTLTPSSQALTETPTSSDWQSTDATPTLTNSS
PolyA inh = polyadenylation inhibitors in yeast reporter cells, primary screen, luminescence, S. cerevisiae; S. cerevisiae SKY197-pL101 polyadenylation reporter, beta-gal luminescence; efflux-impaired pdr1/pdr3 knockout yeast; score 100 = 6 SD above DMSO; calls only at 12 µM; 0.02% of 300,000 active;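 active = lowest replicate activity score at least 50, where 100 means six control SD above control mean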;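 note: yeast exposed to compound for 9 h at 30 °C; higher score means more reporter readthrough which indicates perturbed polyadenylation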
Dyrk1A ADPGlo = rat Dyrk1A kinase inhibitors, primary screen, biochemical, single point, plate reader; inhibition, % at 12.5 µM; Dual specificity tyrosine-phosphorylation-regulated kinase 1A (Rattus norvegicus), Q63470; 0.43% of 310,000 active; ADP-Glo luminescence, NFATc1 peptide; in the data active = inhibition above about 50%;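 note: plate controls were vehicle with enzyme for no effect and no enzyme for full effect; many of its hits are not listed in these tables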
hERG rescue = hERG rescue from dofetilide block, primary screen, cell-based, CHO-hERG, FluxOR thallium flux, dofetilide IC70; dofetilide IC70 present; activation (rescue from dofetilide block), less the hit threshold, % at 10 µM; 0.51% of 310,000 active; Voltage-gated inwardly rectifying potassium channel KCNH2 (Homo sapiens), Q12809;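 active = activation above the mean of controls blocked by dofetilide plus 5 SD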;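 note: thallium influx through hERG after potassium depolarization seen as dye fluorescence rise; in these data hits start at about 4.7%; inactives centre near -7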
KCNK9 block = KCNK9 potassium channel inhibitors, primary screen, HEK293 cells, thallium flux. Potassium channel subfamily K member 9 (Homo sapiens), Q9NPC2. FluxOR thallium flux fluorescence; hits give low values. B-score at 10 µM. 1.2% of 310,000 active. AID 488922, 2010;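 active = ratio B-score over 3 SD below the library mean, with starting fluorescence within 5 SD of its mean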;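 note: negative B-score means less thallium flux so channel inhibition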
HDAC3 inh = HDAC3 deacetylase inhibitors, primary screen, biochemical, fluorescence, cell-free homogeneous | inhibition, % at 8.3 µM | AID 2718, 2010 | 0.15% of 320,000 active | recombinant HDAC3, fluorogenic peptide/trypsin coupled; in the data active = inhibition above about 26%, passing the limit was not always enough
Target sequence (O15379 whole entry, looked up): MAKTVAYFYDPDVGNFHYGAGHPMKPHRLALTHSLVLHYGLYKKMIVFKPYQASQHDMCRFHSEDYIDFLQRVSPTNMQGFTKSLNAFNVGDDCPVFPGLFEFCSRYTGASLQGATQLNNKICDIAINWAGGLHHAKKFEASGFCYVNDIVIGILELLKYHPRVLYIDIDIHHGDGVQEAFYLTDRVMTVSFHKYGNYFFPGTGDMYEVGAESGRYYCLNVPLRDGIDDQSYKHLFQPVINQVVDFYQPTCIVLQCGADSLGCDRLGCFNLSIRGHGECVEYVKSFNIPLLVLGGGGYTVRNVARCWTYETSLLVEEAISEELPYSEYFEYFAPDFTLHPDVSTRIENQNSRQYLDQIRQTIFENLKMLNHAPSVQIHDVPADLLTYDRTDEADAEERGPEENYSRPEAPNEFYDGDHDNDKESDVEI
GSK3beta inhib = human GSK3beta kinase inhibitors, primary screen, biochemical, cell-free homogeneous, HTS | GST-GSK3beta kinase, ADP-Glo luminescence, 60 min; hits give low values | activity score (negative = inhibition), % at 10 µM | 0.038% of 300,000 active | AID 2097, 2009;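 active = more than half of replicate wells score below -50%, meaning over 50% inhibition versus plate controls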;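 note: 0% = median DMSO wells and -100% = median GW8510 positive control wells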
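Assay system: GST-fused GSK3beta enzyme, cell-free / Medium: Tris pH 7.5 buffer with MgCl2, DTT, BSA, heparin / Also added: peptide substrate plus 25 µM ATP (final) / Compound: 10 µM single point / Timing: kinase reaction with compound 60 min at room temperature / Detection: ADP-Glo luminescence / Benchmarks: DMSO neutral wells and GW8510 at 20 µM as positive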
Numbers without * were called inactive; i = inactive; · = not tested or not shown. Only part of the results is shown (hit frequency here may not be typical).

SMILES,KCNQ1 block,KCNK3 inh,RGS4 act,KCNQ1 act,GSK3A inh,PolyA inh,Dyrk1A ADPGlo,hERG rescue,KCNK9 block,HDAC3 inh,GSK3beta inhib
COc1cc(OC)cc(C(=O)Oc2ccc(/C=N/Nc3nc4ccccc4s3)cc2OC)c1,i,i,i,i,-1,i,-2,-8,i,0,3
CCN(CC)c1ccc(NC(=O)CN2CCN(CC(=O)Nc3ccccc3OC)CC2)cc1,i,i,i,i,0,i,0,-8,i,4,4
CCc1ccc(NC(=O)C2CC(=O)N(C(C)C)C2)cc1 (stereo unspecified),i,i,i,i,-2,i,-3,-11,i,0,2
C=C(Br)Cn1c(CCCC)nc2ccccc21,i,i,i,i,·,i,-5,-6,i,6,0
Cc1ccc(N=C2N=C(N)c3ccccc32)cc1C,i,i,i,i,1,i,17,-20,i,-5,-2
Cc1ccc(NC(=O)NC2CCN(S(=O)(=O)c3ccc(F)cc3)CC2)cc1,i,i,i,i,-4,i,-3,-11,i,-4,1
COc1cccc(NC(=O)CN(C)C(=O)c2cc3c(s2)CCC3)c1,i,·,i,i,-2,i,·,-9,i,1,-6
COP(C)(=O)c1c(C)nn(-c2ccccc2)c1C (stereo unspecified),i,i,i,i,-1,i,-3,-5,i,4,2
COc1ccc(-c2[nH]ncc2/C=N/NC(=O)c2ccc(Br)cc2)c(OC)c1,i,i,i,i,3,i,3,-6,i,2,2
CC1=CC2=NC(=O)/C(=C/c3coc4ccccc4c3=O)C(=N)N2O1,i,i,i,i,-3,i,9,-11,i,4,0
N#Cc1ccc(NCCc2ccccn2)c([N+](=O)[O-])c1,i,i,i,i,1,i,-5,-5,i,1,1
Cc1cc(C(=O)COC(=O)c2ccc(Cl)c(S(N)(=O)=O)c2)c(C)n1CC1CCCO1 (stereo unspecified),i,i,i,i,0,i,-12,-16,i,1,2
Cn1c(=O)cc(NCCc2ccccc2)[nH]c1=O,i,i,i,i,·,i,0,-8,i,4,-7
COc1cc2ccc3c(CCN(C)C)cc(OC)c(OC)c3c2cc1OC,i,i,i,i,6,i,·,-8,i,-2,-2
CCCCN(CCCC)CCCNC(=O)C12CN(Cc3ccccc3)CC1C(c1cccc([N+](=O)[O-])c1)=NO2 (stereo unspecified),i,i,i,i,0,·,6,-15,i,1,3
COc1ccc(/C=N/NC(=O)c2cc(C)on2)c2ccccc12,i,i,i,i,-2,i,2,0,i,6,1
COC(=O)Cn1c2ccccc2c2nc(C)sc21,i,i,i,i,-2,i,-1,-8,i,-1,0
CCC(NC(=O)NCc1cccnc1)(C(F)(F)F)C(F)(F)F,i,i,i,i,-1,i,-10,-3,i,-4,1
CC(=O)c1c(C(C)=O)c(C)n(-c2nc(-c3ccccc3)c(C)s2)c1C,i,i,i,i,0,i,-1,-3,i,4,1
O=C(NC1c2ccccc2-c2ccccc21)c1ccco1,i,i,i,i,-1,i,2,-4,i,-1,·
CCOC(=O)C1CCN(C(=O)CCC(=O)NCCc2ccc(Cl)cc2)CC1,i,i,i,i,·,i,-2,0,i,4,-3
CC1=C(C(=O)OCCNC(=O)c2ccccc2O)C(c2ccccc2[N+](=O)[O-])C(C(=O)OCC2CCCO2)=C(C)N1 (stereo unspecified),i,i,i,i,-2,i,1,-8,i,15,2
CC1CCCCN1CCNC(=O)Cn1nc(-c2ccccc2)ccc1=O (stereo unspecified),i,i,i,i,-1,i,-13,3,i,-4,0
O=C1CC(N2CCC(c3nc4ccccc4o3)CC2)C(=O)N1c1ccc(F)cc1 (stereo unspecified),i,i,i,i,-3,i,-5,-6,i,8,3
CCOC(=O)C1(CCOC)CCN(C(=O)c2sccc2C)CC1,i,i,i,i,3,i,2,-15,i,·,2
Cc1nonc1NC(=O)OCCN1CCOC1=O,i,i,i,i,1,i,1,-5,i,1,0
COc1ccc(NC(=O)CN2CCCCC2)cc1,i,i,i,i,-1,i,-1,-10,i,0,2
O=C(NC(=S)NNC(=O)c1cccs1)c1ccc(Br)o1,i,i,i,i,3,·,-6,5,i,6,-4
Cc1cc(C)nc(N/N=C/c2ccncc2)n1,i,i,i,i,6,i,-2,-8,i,6,-1
Nc1nnnn1/N=C/c1ccccc1,i,i,i,i,-1,i,-3,-9,i,-2,0
Cc1ccc(NS(=O)(=O)c2c(C)[nH]c(=O)[nH]c2=O)cc1F,i,i,i,i,-3,i,5,-3,i,13,3
COCCNC(=S)N(CCc1c(C)[nH]c2ccc(F)cc12)Cc1ccco1,i,i,i,i,-1,i,6,-8,i,8,-1
CCN(CC(=O)Nc1ccc2c(c1)OCCO2)C(=O)c1cc(=O)[nH]c2ccccc12,i,i,i,i,-2,i,-11,-19,i,-4,1
CN(C)S(=O)(=O)c1cccc(COc2ccccc2C(=O)Nc2ccccc2)c1,i,i,i,i,0,i,14,-10,i,8,0
Cc1ccc(N2CC(O)=C(c3nc4ccccc4c(=O)[nH]3)C2=N)cc1C,i,i,i,i,-1,i,2,-4,i,1,-1
CNS(=O)(=O)c1ccc(NC(=S)Nc2ccc3c(c2)OCO3)cc1,i,i,i,i,2,i,1,-4,i,8,0
Cc1noc(C)c1CSCC(=O)Nc1ccc(OC(F)F)c(Cl)c1,i,i,i,i,1,i,9,-14,i,1,8
C/C(=N\Nc1ccc([N+](=O)[O-])cc1[N+](=O)[O-])C(C)C(C)C (stereo unspecified),8*,-9.2*,i,i,9,i,-1,-8,i,-3,-2
COc1ccc(C(O)c2nc3ccccc3n2C(C)C)cc1 (stereo unspecified),i,i,i,i,-5,i,5,-8,i,·,5
CCSc1nc2c(c(=O)[nH]1)C(c1ccccn1)C1=C(CC(C)(C)CC1=O)N2 (stereo unspecified),i,i,i,i,-1,i,4,-12,i,-96,1
CN1CCN(CC(=O)Nc2cccc([N+](=O)[O-])c2)CC1,i,i,i,i,0,i,-5,-4,i,3,0
CCOc1cc(NC(=O)c2cnccn2)c(OCC)cc1NC(=O)c1cccc(F)c1,i,·,i,i,-2,i,·,-5,i,-10,-2
O=C(Nc1ccc(F)cc1)c1cc(Cl)sc1Cl,i,i,i,i,-1,·,4,-6,i,-2,-1
CCNc1nc(NCC)nc(N(n2cnnc2)S(=O)(=O)c2ccc(C)cc2)n1,i,i,i,i,·,i,-8,-5,i,·,-1
O=C(O)CC(NCc1ccco1)C(=O)OCCCl (stereo unspecified),i,i,i,i,2,i,-4,-10,i,-5,3
CCC(=O)N1CCc2cc(S(=O)(=O)N(CC)c3cccc(C)c3)ccc21,i,i,i,i,3,i,-6,1,i,-7,-4
CCn1c(=O)n(CC)c2cc(S(=O)(=O)Nc3cc(C)cc(C)c3C#N)ccc21,i,i,i,i,-6,i,0,-10,i,-4,11
COc1ccc(C2=NN(CCC(=O)NCc3cccs3)C(=O)CC2)cc1,i,i,i,i,-3,i,0,-9,i,-1,2
OC(COc1ccc2cc(Br)ccc2c1)CN1CCOCC1 (stereo unspecified),i,i,i,i,-5,i,3,-12,i,4,3
COc1ccc(-c2nnnn2CCc2ccccc2)cc1,i,i,i,i,-1,i,5,-1,i,4,2
CCCn1c(N2CCN(CC(=O)NCc3cccs3)CC2)nc2ccccc21,i,i,i,i,0,i,8,-8,i,4,1
CC(C)CCn1c(O)c(N=NC(=O)Cn2ccc(C(F)(F)F)n2)c2ccccc21,i,i,-15*,i,-1,i,-7,-4,i,-1,2
Cc1ccccc1-c1nc(CN(C)C(C)c2ccon2)c(C)o1 (stereo unspecified),i,i,i,i,-6,i,-5,-10,i,4,4
C[C@@H]1CC=C[C@H]2[C@H]1C(=O)N(Cc1ccccc1)[C@H]2c1ccc(F)c(-c2ccc(N(C)C)cc2)c1,i,i,i,i,1,i,2,-4,i,-3,2
COc1cccc(=O)c2c(C)n(-c3cc(C)cc(C)c3)c(C)c12,i,i,i,i,0,i,14,-18,i,4,5
CCOc1ccc(/C(C)=N/N2C(=O)C(CC(=O)Nc3ccc(OC)cc3[N+](=O)[O-])SC2=Nc2cccc(C)c2C)cc1 (stereo unspecified),i,i,i,i,0,i,2,-7,i,-9,2

Following part:
SMILES,KCNQ1 block,KCNK3 inh,RGS4 act,KCNQ1 act,GSK3A inh,PolyA inh,Dyrk1A ADPGlo,hERG rescue,KCNK9 block,HDAC3 inh,GSK3beta inhib
Cc1ccc(Nc2nc(N)nc(CSC(=S)N3CCOCC3)n2)c(C)c1,i,i,i,i,0,i,-2,-9,i,3,0
CCNc1nc(NCC)nc(Oc2ccc(OCc3ccccc3)nn2)n1,i,·,i,i,-2,i,·,-11,i,3,5
Cn1nc([N+](=O)[O-])nc1Sc1ccc(C(C)(C)C)cc1,i,i,i,i,-3,i,7,-3,i,-1,-2
O=C(NCC(c1ccco1)N1CCc2ccccc21)c1cccc(F)c1 (stereo unspecified),i,i,i,i,-2,i,·,-13,i,0,0
CN1CC2(C)OC(=O)C(Cl)=C2CC1c1ccccc1 (stereo unspecified),i,i,i,i,2,i,2,-9,i,-1,1
O/N=C1\CCCCc2ccccc21,i,i,i,i,1,i,1,-4,i,-6,-3
O=C(Nc1ccc(C(=O)N2CCN(c3ccccc3F)CC2)cc1)C1=CSCCO1,i,i,i,i,0,i,0,-11,i,1,2
